Screening data from PubChem.
SENP8 block-1 – human SENP8 protease inhibitors, primary screen, biochemical, fluorescence, Nedd8 protein substrate, uHTS | actives 0.64% (n = 360,000) | inhibition, % at 20 µM | Sentrin-specific protease 8 (Homo sapiens), Q96LD8 | AID 602440, 2012 | recombinant SENP8; in the data active = inhibition mostly above about 40%, no sharp cut-off; inactive = mostly below about 27%
HKDC1 inhibitor – HKDC1 hexokinase inhibitors, primary screen, biochemical, fluorescence, uHTS; Q2TB90; recombinant HKDC1, G6PDH/diaphorase resazurin coupled fluorescence; inhibition, % at 20 µM; actives 0.16% (n = 340,000); AID 493160, 2011;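 active = inhibition above about 35% when tested at 20 µM, limit read from the data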;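 note: plate controls were DMSO wells with enzyme for no effect and DMSO wells lacking enzyme for full effect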
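Material – in-house recombinant HK5 (HKDC1) enzyme · Quantity – HKDC1 at 5 µg/mL · Buffer or medium – pH 8.0 Tris buffer with 10 mM MgCl2 · Reagent – glucose with 1 mM ATP · Dosing – single 20 µM dose · Times – reaction time 90 min, room temperature, protected from light · Technique – resorufin fluorescence at 613 nm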
SENP1 FRET inh – human SENP1 catalytic domain inhibitors, primary screen, biochemical, FRET, uHTS. Sentrin-specific protease 1 (Homo sapiens), Q9P0U3. recombinant SENP1 catalytic domain, CyPet-SUMO1-YPet FRET cleavage. inhibition, % at 10 µM. actives 0.21% (n = 360,000). AID 624204, 2012;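 active = inhibition at least 30% at 10 µM, raw YFP signal under a set limit, fluorescence ratio 0.5 to 1.5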;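 note: 0% = enzyme with DMSO and 100% = no enzyme wells; some results filed as inactive read as strong as hits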
Target sequence (Q9P0U3 419-644 limits assumed): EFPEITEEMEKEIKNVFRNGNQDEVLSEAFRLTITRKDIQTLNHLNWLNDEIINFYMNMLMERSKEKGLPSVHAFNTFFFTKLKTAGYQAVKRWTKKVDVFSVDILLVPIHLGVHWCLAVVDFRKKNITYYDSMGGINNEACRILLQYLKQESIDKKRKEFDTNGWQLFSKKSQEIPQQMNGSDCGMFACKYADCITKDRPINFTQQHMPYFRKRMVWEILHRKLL
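Compound: 10 µM single point, 0.5% DMSO; Test system: hSENP1 catalytic domain, recombinant; Timing: 50 min reaction at room temperature; Technique: FRET, CFP and YFP emission; Control set: no-enzyme wells low, DMSO-plus-enzyme wells high control.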
Apaf1 inhib – inhibitors of human Apaf-1 apoptosome, primary screen, biochemical, DEVD-Rh110 fluorescence, uHTS. Apoptotic protease-activating factor 1 (Homo sapiens), O14727. reconstituted apoptosome caspase-3 activity. inhibition, % at 20 µM. AID 489030, 2010. actives 0.71% (n = 330,000); active = inhibition of at least 40% at 20 µM;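 note: plate controls were DMSO wells for no effect and DEVD-CHO caspase inhibitor wells for full effect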
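Material: cell-free apoptosome with Apaf-1, procaspase-3 and caspase-9; Buffer or medium: Hepes pH 7.5 with detergent and BSA; Reagent: cytochrome c trigger plus (Z-DEVD)2-Rh110 caspase-3 substrate; Times: compound with Apaf-1, dATP, procaspase-3 30 min, then 50 min reaction, room temperature; Technique: Rh110 fluorescence intensity.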
SENP6 inh – SENP6 protease inhibitors, primary screen, biochemical, luminescence, uHTS; Sentrin-specific protease 6 (Homo sapiens), Q9GZR1; Recombinant SENP6 catalytic domain, aminoluciferin luminescence; inhibition, % at 10 µM; actives 1.8% (n = 330,000); AID 2599, 2010;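 active = inhibition above about 50% at the single tested dose, limit read from the data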;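 note: plate controls were DMSO wells with enzyme for no effect and DMSO wells lacking enzyme for full effect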
Target sequence (Q9GZR1 628-1112 limits assumed): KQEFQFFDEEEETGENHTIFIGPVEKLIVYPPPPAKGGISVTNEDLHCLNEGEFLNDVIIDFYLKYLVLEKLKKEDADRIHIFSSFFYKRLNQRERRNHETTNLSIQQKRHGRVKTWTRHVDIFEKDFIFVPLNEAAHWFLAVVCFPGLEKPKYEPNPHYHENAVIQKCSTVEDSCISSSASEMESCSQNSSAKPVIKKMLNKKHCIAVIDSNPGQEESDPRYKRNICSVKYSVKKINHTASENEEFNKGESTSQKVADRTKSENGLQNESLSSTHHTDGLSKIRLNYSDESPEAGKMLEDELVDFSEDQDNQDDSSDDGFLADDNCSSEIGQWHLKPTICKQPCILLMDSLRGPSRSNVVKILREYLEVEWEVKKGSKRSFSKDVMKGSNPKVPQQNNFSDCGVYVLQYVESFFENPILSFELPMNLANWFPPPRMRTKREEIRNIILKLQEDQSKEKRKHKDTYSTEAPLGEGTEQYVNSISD
SENP8 block-2 – SENP8 protease inhibitors, primary screen, biochemical, luminescence. Sentrin-specific protease 8 (Homo sapiens), Q96LD8. purified SENP8, Z-RLRGG-aminoluciferin cleavage. AID 2540, 2010. actives 1.2% (n = 330,000). inhibition, % at 10 µM; in the data active = inhibition above about 50%
SENP7 inh – SENP7 protease inhibitors, primary screen, biochemical, luminescence, uHTS; Sentrin-specific protease 7 (Homo sapiens), Q9BQF6; recombinant SENP7, Z-RLRGG-aminoluciferin luminescence, 40 min; inhibition, % at 5 µM; actives 1.5% (n = 330,000);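 active = inhibition above about 50% at the single test dose, limit read from the data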;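 note: plate controls were DMSO with enzyme for no effect and no enzyme buffer wells for full effect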
Target sequence (Q9BQF6 706-1050 limits assumed): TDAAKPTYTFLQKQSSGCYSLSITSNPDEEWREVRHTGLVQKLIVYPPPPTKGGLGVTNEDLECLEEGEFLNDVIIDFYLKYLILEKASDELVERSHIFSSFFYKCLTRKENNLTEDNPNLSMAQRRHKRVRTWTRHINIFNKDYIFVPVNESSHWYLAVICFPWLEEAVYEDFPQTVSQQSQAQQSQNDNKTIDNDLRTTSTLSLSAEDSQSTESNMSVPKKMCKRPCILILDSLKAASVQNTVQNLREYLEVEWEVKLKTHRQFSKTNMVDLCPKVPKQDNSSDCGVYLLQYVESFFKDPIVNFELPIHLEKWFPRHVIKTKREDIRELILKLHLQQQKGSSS
NLRP3 yeast inh – NALP3 inflammasome inhibitors in reconstituted yeast, primary screen, luminescence, uHTS | inhibition, % at 10 µM | Yeast reconstituted NLRP3/ASC/caspase-1, beta-gal luminescence, 24 h | actives 0.39% (n = 330,000);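 active = inhibition of 50% or more; inactive = inhibition below 50%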;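 note: plate controls were induced DMSO wells for no effect and uninduced yeast grown without galactose for full effect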
PfG6PD inh – PfG6PD enzyme inhibitors, primary screen, biochemical, fluorescence intensity, uHTS; glucose-6-phosphate dehydrogenase-6-phosphogluconolactonase (Plasmodium falciparum 3D7); PfGluPho enzyme, NADPH resazurin-diaphorase fluorescence; inhibition, % at 20 µM; actives 0.78% (n = 350,000); AID 504690, 2011;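 active = inhibition reaching at least a set limit at 20 µM in the primary screen, cut at about 59% in these data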;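 note: 0% = DMSO wells with substrate and 100% = DMSO wells lacking glucose-6-phosphate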
Starred values were filed as active, the others as inactive; x = no result given.

SMILES	SENP8 block-1	HKDC1 inhibitor	SENP1 FRET inh	Apaf1 inhib	SENP6 inh	SENP8 block-2	SENP7 inh	NLRP3 yeast inh	PfG6PD inh
CC(=O)OCCCNc1cc(Sc2nc3ccccc3s2)c2nonc2c1[N+](=O)[O-]	59.5*	22.4	-13.5	95.7*	83.8*	91.7*	80.7*	26.3	99.4*
Cc1ccc(NC(=O)N/C=C/c2ccco2)c(C)c1	14.0	-8.2	-5.0	9.6	-8.7	-4.5	5.3	6.4	6.8
CC(=O)c1ccc(NC(=S)N(Cc2ccccc2)C(C)C2CC2)cc1 (stereo not given)	-2.7	-5.4	0.4	5.0	-2.5	1.7	4.4	22.0	6.8
CCOC(=O)N1CC=C2C(C#N)=C(N)C(C#N)(C#N)[C@H](c3cccs3)C2C1 (stereo not given in full)	-43.6	4.8	-36.7	10.1	-8.4	-2.6	-10.4	10.2	9.6
COc1ccc(N(Cc2cc(=O)[nH]c3ccccc23)C(=O)c2ccco2)cc1	4.4	-4.8	0.5	16.5	-6.3	-8.2	-10.2	-7.6	-21.8
CSc1ncccc1C(=O)OCC(=O)c1ccc(Br)s1	3.8	-3.9	0.8	14.8	8.1	23.1	32.6	23.3	10.7
Cc1ccc(CN2CCN(Cc3ccccc3C(F)(F)F)CC2)cc1	28.6	-8.4	0.8	13.3	-39.6	1.2	0.8	3.0	0.4
COC(=O)CCC(=O)Nc1ccccc1C(=O)Nc1ccccc1	8.4	5.1	0.7	-1.8	-4.2	1.1	0.7	6.0	-20.5
Cc1cccc(N2CCN(C(=O)CSc3nnnn3C3CC3)CC2)c1C	3.9	-2.0	-1.7	11.9	2.0	-5.8	1.0	22.3	4.8
COc1cc(/C=C2\N=C(c3ccccc3)OC2=O)ccc1OC(C)=O	-10.8	-0.4	2.9	-7.6	-11.3	-7.3	-9.5	1.2	-11.9
COc1ccc(OC(=O)N2CCOCC2)cc1	1.9	-7.0	1.8	-7.8	-1.7	-1.5	4.1	2.6	-10.6
S=c1[nH]nc(C2CCCCC2)n1/N=C/c1ccccn1	12.2	-7.6	-0.1	3.1	-6.4	-4.5	-2.2	0.4	27.1
C=CCc1c(C)nc(N2CCSCC2)[nH]c1=O	7.5	-4.5	-0.2	-11.9	-1.5	1.2	0.5	15.4	1.3
CC1CCCN(Cc2c(O)ccc3c(=O)c(-c4nc5ccccc5s4)c(N)oc23)C1 (stereo not given)	-315.0	22.6	-10.2	16.3	-11.4	-0.5	-1.1	14.5	3.6
CNC(=O)c1nnc(Cc2ccc(Cl)cc2)o1	24.0	-6.7	4.2	-1.1	15.2	5.1	7.2	13.3	-0.5
COCC(=O)Nc1ccc(OCc2ccccc2)cc1	14.5	-7.5	1.8	3.2	29.9	15.6	39.1	21.9	2.3
COc1ccc(CC(=O)N2CCN(C(=O)c3ccco3)CC2)cc1	11.3	-3.5	11.3	-9.5	-31.5	-6.4	-1.9	5.2	-2.5
FC(F)Sc1nc2ccccc2[nH]1	-2.7	0.2	1.3	1.0	-3.5	3.3	2.4	21.8	11.2
O=C(COc1ccc2c3c(c(=O)oc2c1)CCCC3)NCCCN1CCCC1=O	-335.5	0.2	-1.6	-4.0	5.3	3.3	-1.2	6.9	11.9
O=S(=O)(CCOc1ccccc1)c1nc2ccccc2[nH]1	15.9	-0.3	1.6	-1.0	-2.0	-2.1	3.6	-7.4	-9.8
CCc1nnc(NC(=O)COc2ccc(N(C)S(=O)(=O)c3ccc(C)cc3)cc2)s1	-2.1	-7.0	2.4	x	x	x	x	x	-32.9
COc1ccc(/C=C2\SC(=O)N(CC(=O)NN3CCN(C)CC3)C2=O)cc1OC	-52.5	0.1	-1.0	-3.3	-16.4	-5.1	4.8	4.1	5.5
O=C(COc1ccccc1)NNc1nc2c(F)cccc2s1	6.5	-4.3	-1.9	-3.3	-5.2	-2.1	3.7	7.6	-2.0
CCc1ccc(-n2c(C)n[nH]c2=S)cc1	11.0	-1.6	1.2	6.2	-4.7	-6.3	-3.1	4.6	28.0
N/C(=N\OC(=O)c1ccc(Cl)c([N+](=O)[O-])c1)c1ccccn1	15.9	-2.1	5.0	7.3	-22.7	7.2	39.0	10.2	3.7

Reprinted from the part before: 3 compounds, then new ones.
SMILES	SENP8 block-1	HKDC1 inhibitor	SENP1 FRET inh	Apaf1 inhib	SENP6 inh	SENP8 block-2	SENP7 inh	NLRP3 yeast inh	PfG6PD inh
O=C(COc1ccccc1)NNc1nc2c(F)cccc2s1	6.5	-4.3	-1.9	-3.3	-5.2	-2.1	3.7	7.6	-2.0
CCc1ccc(-n2c(C)n[nH]c2=S)cc1	11.0	-1.6	1.2	6.2	-4.7	-6.3	-3.1	4.6	28.0
N/C(=N\OC(=O)c1ccc(Cl)c([N+](=O)[O-])c1)c1ccccn1	15.9	-2.1	5.0	7.3	-22.7	7.2	39.0	10.2	3.7
COc1ccc(OCC(=O)Nc2ccc3c(c2)nc2n3CCSC2)cc1	-40.7	4.2	-45.6	10.8	-17.1	3.8	4.4	17.1	15.8
OCCC1CN(Cc2c(F)cccc2Cl)CCN1C1CCCC1 (stereo not given)	6.2	-2.3	8.2	-4.4	-7.9	8.1	5.1	3.4	-3.7
COCCN(C(=O)CCC(=O)Nc1ccccn1)C(C(=O)NC(C)(C)C)c1ccc(OC)cc1 (stereo not given)	8.4	-0.5	1.2	-2.6	-12.7	8.1	-2.8	0.2	-2.6
Cc1c(Cl)cccc1NC(=S)N(Cc1ccco1)C(C)c1ccccn1 (stereo not given)	0.3	-4.7	0.0	-3.1	-26.6	-6.8	-2.2	-2.6	5.7
O=C(CCCN1C(=O)CCC1=O)Nc1ccc2c(c1)OCCO2	13.6	10.1	0.7	-14.3	-10.4	-3.4	1.6	3.0	6.8
CCOC(=O)c1cnc(-c2ccccc2O)nc1Cl	-11.8	-10.4	10.0	3.8	23.7	4.6	37.8	3.7	60.3*
CCn1cc(C(=O)O)c(=O)c2cc(S(=O)(=O)N(C)C)ccc21	1.8	0.9	-0.3	-11.4	9.1	0.1	3.6	22.5	-7.2
O=C(CCSCCC(=O)N1CCCC1)N1CCCC1	11.7	-3.7	-0.3	-5.7	-20.3	-10.7	-2.3	0.7	-1.2
Cc1nc2c(C)cccc2c(SC(=N)N)c1CC=C(Cl)Cl	-47.1	7.2	-17.5	-0.8	-26.9	-7.8	0.7	12.0	-17.7
Cc1cccc(NC(=O)C2CCCN(C(=O)Nc3ccc(F)cc3)C2)c1 (stereo not given)	13.8	-7.0	-0.6	8.9	-36.5	-7.0	-8.7	3.6	0.7
CC(O)CNc1nc2c(c(=O)n(Cc3ccc(Cl)cc3)c(=O)n2C)n1C (stereo not given)	7.9	-0.5	1.1	-9.6	3.7	-8.7	2.5	21.4	6.3
CCOC(=O)c1c(NC(=O)/C=C/C(=O)O)sc(C)c1-c1ccc(C)c(C)c1	-7.0	12.1	1.4	11.5	9.4	0.1	-3.7	1.3	-16.1
CN1CCN(C(=O)c2cc(Cl)cc(Cl)c2NC(=O)c2ccco2)CC1	10.1	-12.4	-0.7	0.1	9.3	10.7	0.6	12.9	9.1
COCCN(CCOC)C(=S)Nc1ccccc1Cl	13.5	-3.6	1.8	-6.5	-17.5	-2.7	-3.1	14.3	-6.6
O=C(COc1ncnc2c1cnn2-c1ccccc1)Nc1ccc(S(=O)(=O)N2CCCCC2)cc1	6.0	-0.4	-0.2	25.2	3.5	-1.9	4.1	-6.0	14.1
CCN(CCCNC(=O)C1CCN(S(=O)(=O)N2CCOCC2)CC1)c1cccc(C)c1	22.9	-6.5	0.7	14.3	-6.3	-8.8	-5.2	7.1	13.2
COc1ccc(CNC(=O)c2nccnc2CO)cc1	18.6	-3.0	1.3	-7.7	-6.7	6.2	3.3	6.5	8.1
COc1ccc(C(=O)Nc2cccc(-c3ccc(N4CCOCC4)nn3)c2)cc1	-7.4	5.5	2.8	-2.6	14.0	3.2	10.0	8.3	8.8
COc1ccc(C(CC(=O)NCc2ccco2)c2ccc(F)cc2)cc1 (stereo not given)	24.6	-0.8	2.0	-5.3	1.9	3.9	-2.5	-4.6	-16.1
O=C(NCCC1CCCCN1S(=O)(=O)c1cccs1)C(=O)Nc1ccccc1F (stereo not given)	12.3	9.2	-1.3	8.4	3.4	6.2	-4.2	14.5	22.1
Cc1nonc1-c1ccc2c(c1)OCO2	8.7	-4.5	1.1	4.5	-10.5	-0.5	9.5	5.3	-6.8
CCSc1nnc(NC(=O)C2CCN(S(=O)(=O)c3ccccc3C(F)(F)F)CC2)s1	1.5	-3.7	1.2	12.4	-10.0	-4.1	-1.2	6.9	-8.2
O=C(CNC(=O)C1COc2ccccc2O1)N/N=C\c1cccc(O)c1 (stereo not given)	4.6	-3.5	2.3	-6.2	-7.3	-5.8	-5.1	10.4	-21.6
CC1CC(C)CN(C(=O)CCn2c(=O)oc3ccccc32)C1 (stereo not given)	14.0	-1.0	2.5	3.9	2.0	-3.0	-5.6	2.1	6.2
CC(NC(=O)CCC(=O)Nc1ccccc1O)c1ccccc1 (stereo not given)	10.5	-5.5	3.5	1.1	-7.1	4.6	6.2	8.1	4.5
Other entries follow:
SMILES	SENP8 block-1	HKDC1 inhibitor	SENP1 FRET inh	Apaf1 inhib	SENP6 inh	SENP8 block-2	SENP7 inh	NLRP3 yeast inh	PfG6PD inh
COc1cc2[nH]c3c(c2cc1OC)CCN1CCCC[C@@H]31	12.7	0.3	-67.7	2.3	-10.1	-17.7	10.8	21.6	11.7
C#CCOCCOCCOCCNc1nc(N2CCOCC2)nc(N2CCN(C(=O)[C@H](CC(N)=O)n3cc(C(N)[C@@H](C)CC)nn3)CC2)n1 (stereo not given in full)	2.3	-3.1	0.5	8.4	8.1	6.1	9.5	23.8	-2.3
CCNC(=O)NCCNC(=O)c1cc(OCC(F)(F)F)ccc1OCC(F)(F)F	4.1	-7.2	-1.2	0.5	17.5	1.9	1.9	6.4	-0.2
COc1cccc(N2CC(C(=O)Nc3nnc(SCC(=O)NCC4CCCO4)s3)CC2=O)c1 (stereo not given)	1.5	-8.8	-0.9	-5.0	14.5	10.0	-4.4	7.1	8.6
CCC(C)n1c(SCC(=O)NCCc2ccc(S(N)(=O)=O)cc2)nc2ccsc2c1=O (stereo not given)	14.6	-3.6	0.9	5.5	9.2	2.1	-5.4	-8.2	-8.9
CC(C)c1ccc(NC(=O)C2C3C=CC4(O3)C2C(=O)N(CCN2CCOCC2)C4C(=O)NC2CCCCC2)cc1 (stereo not given)	1.4	-4.9	2.6	3.9	-16.3	-2.4	-0.7	2.9	-6.2
